# Screening data deposited in PubChem BioAssay by several laboratories.
# FadD28 FP inh: M. tuberculosis FadD28 bisubstrate binding inhibition. FadD28 bisubstrate probe binding, fluorescence polarization. actives 0.22% (n = 360,000). AID 588549. inhibition, % at 12.5 µM; in the data active = inhibition above about 8.5%, passing the limit was not always enough; inconclusive = no clear call, values can overlap the other calls
# BioA inh: inhibitors of Mycobacterium tuberculosis BioA enzyme; purified M. tuberculosis BioA enzyme, plate reader; inhibition, % at 9.99 µM; actives 0.096% (n = 360,000); in the data active = inhibition above about 40%; inconclusive = no clear call, values can overlap the other calls
# Mtb UGM inh: inhibitors of M. tuberculosis UDP-galactopyranose mutase. purified UGM, fluorescence polarization probe displacement. inhibition, % at 10 µM. actives 0.06% (n = 320,000); in the data active = inhibition above about 10%, passing the limit was not always enough; inconclusive = no clear call, values can overlap the other calls
# Target sequence (P9WIQ1 whole entry, looked up): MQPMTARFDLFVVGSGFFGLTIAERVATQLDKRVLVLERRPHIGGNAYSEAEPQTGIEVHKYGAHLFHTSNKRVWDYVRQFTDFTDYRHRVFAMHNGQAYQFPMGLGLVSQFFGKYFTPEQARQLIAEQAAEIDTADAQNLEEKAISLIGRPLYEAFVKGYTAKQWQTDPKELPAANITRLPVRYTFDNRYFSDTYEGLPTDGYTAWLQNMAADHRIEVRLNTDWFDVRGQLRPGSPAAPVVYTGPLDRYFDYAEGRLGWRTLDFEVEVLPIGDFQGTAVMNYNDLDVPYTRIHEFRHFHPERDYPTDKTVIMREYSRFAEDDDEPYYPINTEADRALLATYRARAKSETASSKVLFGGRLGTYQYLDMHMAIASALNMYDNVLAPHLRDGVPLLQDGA
# BoNT-A LC inh2: blocks Botulinum neurotoxin A light chain protease. multiplex microsphere protease substrate cleavage, flow cytometry. inhibition, % at 10 µM. actives 0.17% (n = 360,000). AID 588499; in the data active = inhibition above about 30%; inconclusive = no clear call, values can overlap the other calls; note: plate controls were buffer without enzyme for full effect and enzyme alone for no effect
# BoNT F protease: BoNT F light chain protease inhibition. AID 588497. inhibition, % at 10 µM. actives 0.22% (n = 360,000). Multiplex microsphere protease cleavage assay, flow cytometry; in the data active = inhibition above about 35%, passing the limit was not always enough; inconclusive = no clear call, values can overlap the other calls; note: plate controls were buffer without enzyme for full effect and enzyme alone for no effect
# GDH-TPI inh: inhibits GDH-TPI coupling enzymes, artifact for Mtb FBA screen; GDH-TPI coupled enzyme counterscreen, NADH absorbance; inhibition, % at 4.8 µM; actives 1.2% (n = 360,000); AID 588335;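 note: 0% = DMSO wells and 100% = wells lacking the enzyme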
# CCHFV vOTU inh: blocks the CCHF virus ovarian tumor domain protease; CCHFV vOTU protease, Pep-AMC fluorescence; inhibition, % at 11.5 µM; AID 651958; actives 0.55% (n = 370,000); note: 0% = vehicle wells with enzyme and 100% = no enzyme wells
# PrPC TRFRET: cell surface PrPC inhibition, primary TR-FRET screen. P04156. TR-FRET read-out. inhibition, % at 13.8 µM. actives 0.43% (n = 370,000). AID 720596; in the data active = inhibition above about 24%; note: 0% = median of the test wells and 100% = reference compound wells
# FBA Mtb inh: inhibits M. tuberculosis FBA enzyme. actives 2.3% (n = 360,000). purified M. tuberculosis FBA, fluorescence read-out. inhibition, % at 1 µM; in the data active = inhibition above about 27%;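 note: 0% = vehicle and 100% = reference inhibitor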
# Target sequence (P9WQA3 whole entry, looked up): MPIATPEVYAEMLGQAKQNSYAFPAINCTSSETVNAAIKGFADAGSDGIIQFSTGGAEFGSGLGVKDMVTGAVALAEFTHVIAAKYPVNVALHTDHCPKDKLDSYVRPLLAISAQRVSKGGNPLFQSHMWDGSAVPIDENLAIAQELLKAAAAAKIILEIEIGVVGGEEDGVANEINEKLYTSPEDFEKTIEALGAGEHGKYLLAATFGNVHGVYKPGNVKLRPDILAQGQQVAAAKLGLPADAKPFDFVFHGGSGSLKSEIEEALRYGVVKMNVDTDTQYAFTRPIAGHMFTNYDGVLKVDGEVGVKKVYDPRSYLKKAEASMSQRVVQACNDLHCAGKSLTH
# * = called active by the depositor; ? = inconclusive; nt = not tested or not shown; + = active, no number; & = joins results of further samples. Cut-off read from the data, not from the text of the source, unless noted: active = inhibition above about 30%; inactive = the rest. No enrichment for hits, and some 4.8% of all compounds hit somewhere here.
SMILES,FadD28 FP inh,BioA inh,Mtb UGM inh,BoNT-A LC inh2,BoNT F protease,GDH-TPI inh,CCHFV vOTU inh,PrPC TRFRET,FBA Mtb inh
CC(CC(=O)Nc1ccc(Cl)c([N+](=O)[O-])c1)c1ccccc1 (stereo not drawn),-2.7,6.7,-2.0,-0.7,-8,10,10,-13,3
CCSc1ncc(/C=N/Nc2ccc(Cl)cc2)n1C,-0.7,-1.5,-1.3,-0.5,-4,9,8,7,-3
CNS(=O)(=O)c1cccc(C(=O)OCC(=O)N2c3ccccc3CC2C)c1 (stereo not drawn),-0.9,0.7,1.1,-0.8,-24,12,11,-7,4
Cc1ccc(NC(=O)C2CCCN2C(=O)NC2CCCCC2)c(C)c1 (stereo not drawn),-2.4,-1.7,0.3,-0.1,-10,-4,-3,-7,2
COc1ccccc1C(=O)NCCC(=O)Nc1cccnc1,-0.6,6.7,2.1,0.0,1,-19,0,5,-1
COc1ccc(/C=C/CN2CCC(C(=O)NC(c3ccc(F)cc3)c3ccc4ccccc4n3)CC2)cc1 (stereo not drawn),-7.3,0.2,nt,-0.6,-23,-10,20,-18,-1
Cn1nc(C(=O)N2CCN(c3ccc(F)cc3)CC2)c2c1-c1ccccc1S(=O)(=O)C2,0.1,-0.9,0.0,-0.5,-6,5,10,-1,-5
COc1ccc(F)cc1S(=O)(=O)n1nnc2ccccc21,-0.5,nt,-0.3,0.5,1,9,-7,5,3
CCOc1ccccc1NC(=O)c1ccccc1NC(=O)c1ccco1,-3.5,-0.9,0.7,-0.2,5,0,29,-8,-9
COc1ccccc1/C=C/CN1CCNC(=O)C1CC(=O)NCCc1cnccn1 (stereo not drawn),-0.6,10,-0.7,-0.7,0,9,12,1,4

# Single entries from the entries so far.
# COc1ccc(/C=C/CN2CCC(C(=O)NC(c3ccc(F)cc3)c3ccc4ccccc4n3)CC2)cc1 (stereo not drawn) @ CCHFV vOTU inh = 20
# COc1ccccc1/C=C/CN1CCNC(=O)C1CC(=O)NCCc1cnccn1 (stereo not drawn) @ FadD28 FP inh = -0.6

# Additional structures.
SMILES,FadD28 FP inh,BioA inh,Mtb UGM inh,BoNT-A LC inh2,BoNT F protease,GDH-TPI inh,CCHFV vOTU inh,PrPC TRFRET,FBA Mtb inh
O=S(=O)(Nc1nccs1)c1ccc(NCc2cc(Br)cc(Br)c2O)cc1,7.6,-2.2,4.8,-1.0,-6,17,16,3,7
O=C(c1ccc(CNS(=O)(=O)c2cccc(C(F)(F)F)c2)cc1)N1CCOCC1,nt,-1.7,-3.9,?,1,-2,-14,3,2
CC(NC(c1ccccc1)c1ccccc1)C(=O)N1CCCc2ccccc21 (stereo not drawn),-1.7,nt,-0.9,-1.4,-5,5,7,-3,-1
CC(C)(C)[C@H]1COC(=O)[C@H](NC(=O)OCC2c3ccccc3-c3ccccc32)C/C=C\C[C@@H](CC(=O)N(CCO)Cc2ccccc2)C(=O)N1,-1.6,-1.3,0.4,-0.5,-3,9,5,5,4
CCn1c(SCC(=O)n2c(C)c(C)c3ccccc32)nnc1-c1ccco1,-2.7,nt,3.8,1.5,11,5,-5,0,-3
CSc1nsc(SCC(=O)NC2CCCCC2)n1,-3.2,-1.5,-0.2,0.4,-8,0,1,-6,0
CCOc1ccc(CN2CCNC(=O)C2CC(=O)NC2CCOCC2)cc1 (stereo not drawn),nt,-2.0,-0.3,4.1,14,-7,2,-3,2
Cc1ccc(SCC(=O)Nc2ccc(N3CCN(c4ccccc4)CC3)c(F)c2)cc1,-1.5,-1.8,-1.7,0.4,0,11,4,-3,0
COc1ccccc1CNC(=O)COC(=O)CCC(=O)c1cccs1,-0.5,3.2,-3.1,-0.2,3,11,-5,8,-1
CCOC(=O)c1sc(=S)n(C)c1NC(=O)c1cccc(Br)c1,0.1,-0.4,-2.2,0.7,10,25,4,10,2
COc1ccccc1NS(=O)(=O)c1ccc2oc(N)nc2c1,-3.4,-0.1,3.3,1.2,1,2,3,4,-9
O=C(NC1CCCCC1)C(c1cccs1)N(C(=O)Cc1c[nH]c2ccccc12)c1ccc(F)cc1 (stereo not drawn),-1.8,nt,-0.1,?,5,11,4,1,0
COc1cc(S(=O)(=O)Nc2ccc(C)cc2)ccc1N=Cc1c(C)[nH]n(-c2ccc(C)cc2)c1=O,-1.5,nt,-0.5,0.0,-3,5,3,-3,1
O=C(NNS(=O)(=O)c1ccc(F)cc1)c1ccccc1F,-4.4,2.8,-2.7,1.4,?,-17,13,0,-3
CCN1CCN(c2ccc(S(=O)(=O)N3CCCCC3)cc2NC(=O)c2cccc(Cl)c2)CC1,-0.8,nt,0.1,-26,-32,5,6,-2,-1
O=C(O)c1ccc(Oc2ccccc2)o1,-3.8,nt,2.3,-0.4,-4,4,-5,3,-2
CC1CN(C(=O)CNC(=O)COc2ccccc2)CC(C)O1 (stereo not drawn),-3.4,-0.6,3.2,-0.9,-12,-3,-1,-5,-1
CC(C)c1nnc(NC(=O)c2cc3cc(Br)ccc3oc2=O)s1,-0.7,-2.1,-3.0,-1.1,1,9,-5,-2,4
O=C(Nc1cccc(S(=O)(=O)N2CCCCC2)c1)c1ccccc1NS(=O)(=O)c1ccc(F)cc1,-1.4,nt,-0.5,-0.2,-3,15,0,4,22
COc1cccc(OC)c1NC(=O)C1CCCN1C(=O)Nc1cccc(Cl)c1 (stereo not drawn),0.2,1.5,0.1,-0.4,8,-5,-3,1,-1
COC(=O)c1ccc(NC(=O)CSc2nc(C)cc(=O)[nH]2)cc1,-3.6,-0.7,-1.3,-1.5,-11,-11,10,-3,0
CC1CCN(C(=O)C2CCC(=O)N(Cc3ccc(Cl)cc3)C2)CC1 (stereo not drawn),-2.7,-0.5,-0.4,-2.3,-4,-4,8,12,0
Cc1ccc(S(=O)(=O)Nc2cccc(-n3cnnn3)c2)cc1C(=O)O,0.0,-1.2,2.5,1.5,-3,3,2,1,0
COc1ccccc1C(=O)OCC(=O)c1ccc(CNC(C)=O)s1,-2.0,-1.3,-2.1,-0.6,4,8,1,2,2
N#CCC(CNc1ncc(C(F)(F)F)cc1Cl)OC(=O)c1cccc(C(F)(F)F)c1 (stereo not drawn),-2.9,2.4,0.2,-0.4,-11,-1,1,-3,-5
CS(=O)(=O)c1ccc2nc(NC(=O)c3ccc(S(=O)(=O)NCC4CCCO4)cc3)sc2c1 (stereo not drawn),-2.7,nt,-1.5,-0.7,1,24,18,-1,-2
CNCC(=O)Nc1ccc(OC(F)(F)F)cc1,-1.6,-1.1,3.8,-1.6,-5,-2,18,1,2
Cc1nn(CC(=O)N2CCC(C(N)=O)CC2)c(=O)c2nn(-c3ccccc3)c(C)c12,0.0,4.9,3.1,-1.3,0,5,25,-5,0
CCS(=O)(=O)Nc1cccc(C2=NN(S(=O)(=O)c3ccc(C)cc3)C(c3cccs3)C2)c1 (stereo not drawn),-1.7,0.7,3.7,1.1,-4,9,-4,9,1
COc1ccc(N(C)S(=O)(=O)c2cccc(C(=O)Nc3ccc4c(c3)OCCO4)c2)cc1,-1.1,nt,1.6,0.1,0,6,-4,20,-1
CCOC(=O)Nc1ccc(OC(=O)Oc2ccc(NC(=O)OCC)cc2)cc1,0.3,nt,nt,0.3,2,11,-4,2,6
Cc1ccc(OC(=O)c2cncc(Br)c2)c(C)c1,-1.6,-0.5,-0.3,-5.7,26,-3,-5,2,2
Cc1cc(C)nc(N/N=C/c2ccccc2OCc2ccccc2)n1,-0.5,-2.2,-1.7,-1.6,-9,22,-4,8,-3
COc1ccc(CCNC(=O)c2ccc3c(c2)NC(=O)C(C(C)C)N3)cc1OC (stereo not drawn),-4.5,2.7,0.5,-0.3,-4,-8,19,7,2
COc1cc2c(cc1OC)-c1c(OC)c(OC)cc3c1[C@H](C2)[N+](C)(C)CC3,1.1,0.0,-0.2,-0.8,-1,-4,1,-2,8
C[C@H](CCCC/C=C/C(=O)O)O[C@@H]1O[C@@H](C)[C@H](O)C[C@H]1O,0.2,-1.1,0.0,0.5,-14,11,-8,2,1
Cc1noc(C)c1CSc1nnc(-c2cccnc2)n1C1CCCCC1C (stereo not drawn),0.3,nt,2.1,-0.3,-8,-4,-7,1,1
Cc1nc2ccc(NC(=O)[C@H](C)N3C(=O)C4CC=CCC4C3=O)cc2s1 (stereo partly drawn),-0.2,-0.7,-0.2,-1.1,-11,-3,15,-11,1
O=C(NCCOCc1ccccc1)C(c1ccccc1)c1ccccc1,-2.9,nt,-0.5,0.3,-14,-3,-1,-1,-2
CC(C)n1c(=NC(=O)c2ccco2)c(C#N)cc2c(=O)n3ccccc3cc21,2.1,-0.9,-0.9,1.4,-2,5,-174,-20,+

# Profiles as entered above. Values in the order: FadD28 FP inh, BioA inh, Mtb UGM inh, BoNT-A LC inh2, BoNT F protease, GDH-TPI inh, CCHFV vOTU inh, PrPC TRFRET, FBA Mtb inh
# CCOC(=O)Nc1ccc(OC(=O)Oc2ccc(NC(=O)OCC)cc2)cc1 as listed: 0.3, nt, nt, 0.3, 2, 11, -4, 2, 6
# COc1cc2c(cc1OC)-c1c(OC)c(OC)cc3c1[C@H](C2)[N+](C)(C)CC3 as listed: 1.1, 0.0, -0.2, -0.8, -1, -4, 1, -2, 8
# Cc1ccc(OC(=O)c2cncc(Br)c2)c(C)c1 as listed: -1.6, -0.5, -0.3, -5.7, 26, -3, -5, 2, 2

# (further entries)
SMILES,FadD28 FP inh,BioA inh,Mtb UGM inh,BoNT-A LC inh2,BoNT F protease,GDH-TPI inh,CCHFV vOTU inh,PrPC TRFRET,FBA Mtb inh
COc1ccccc1N(C)S(=O)(=O)c1ccc(C(=O)Nc2cccc(Br)c2)cc1,1.4,-0.7,0.5,-0.5,-5,6,9,1,-3
O=S1(=O)CC(N2CCN(CC3CC3)CC2)CN1Cc1ccccc1 (stereo not drawn),-2.5,1.0,nt,0.5,-2,nt,5,-3,0
O=C(O)c1cc(O)c2c(c1)[C@H]([C@H]1c3cc(C(=O)O)cc(O)c3C(=O)c3c(O[C@@H]4O[C@H](CO)[C@@H](O)[C@H](O)[C@H]4O)cccc31)c1cccc(OC3O[C@H](CO)[C@@H](O)[C@H](O)[C@H]3O)c1C2=O (stereo partly drawn),29*,2.9,2.6,-6.3,-9,10,118*,91*,-6
O=C(O)c1ccc2c3c(cccc13)C(=O)N(c1cccc3ccccc13)C2=O,1.4,nt,-0.2,0.6,-1,11,8,-24,-2
CCCCOC(=O)c1[nH]c2c(c1C)C(=O)CC(c1cc(OC)c(OC)c(OC)c1)C2 (stereo not drawn),-2.7,-1.6,-1.0,-1.2,-5,-2,2,13,0
N#CC1(Nc2cccc(Br)c2)C(=O)Nc2ccccc21 (stereo not drawn),-1.5,nt,-2.9,0.3,-3,6,16,-6,-2
C[C@@H]1CN([C@@H](C)CO)C(=O)CCCn2nncc2CO[C@@H]1CN(C)C(=O)Nc1ccc(N2CCN(C)CC2)cc1,-2.7,-0.3&1.1,nt,-0.4,0,1,-1,1,-5
O=S1(=O)CCOCCCN1Cc1cccc(F)c1,-15,-15,-5.5,-1.1,-4,4,12,4,-1
CC(OC(=O)CN1C(=O)NC2(CCCC2)C1=O)C(=O)Nc1cccc(Cl)c1Cl (stereo not drawn),-1.5,nt,-1.9,-1.8,3,3,3,-6,2
Cc1c(C(=O)N2CCOCC2)c(S(=O)(=O)Nc2ccc(OC(F)(F)F)cc2)c(C)n1C,-0.3,3.4,0.1,9.3,3,1,14,-1,1
CCn1cc(CNC(=O)CCc2ccc(OC)cc2)cn1,-2.8,1.6,1.5,0.4,-2,-11,-4,3,4
COc1ccc(NC(=O)c2cc3nc(-c4ccccc4)cc(-c4ccccc4)n3n2)c(OC)c1,-1.7,-0.8,3.8,1.8,2,3,15,4,-3
COc1ccc(C2C(C(C)=O)=C(C)N=c3s/c(=C\c4cc(C)n(C)c4C)c(=O)n32)c(OC)c1 (stereo not drawn),12*,-2.5,-13,5.2,4,13,20,-9,-17
COc1ccc(C(=O)N2CCN(CCNC(=O)C(=O)Nc3ccc(F)cc3)CC2)cc1OC,-0.7,0.1,0.2,-0.6,-17,-4,0,-4,-1
COc1ccc(S(=O)(=O)N(C)C[C@H]2OCc3cnnn3CCCC(=O)N([C@H](C)CO)C[C@@H]2C)cc1,-1.7,-0.8&-0.3&0.1,nt,-0.6,-7,6,4,-5,3
Oc1cccc(-c2ccc3nccn3c2)c1,-5.4,4.1,nt,-0.1,-4,8,7,2,13
